Bioassay records deposited in PubChem by National Center for Advancing Translational Sciences (NCATS).
ELG1 genotox – genotoxicity induction in ELG1-luciferase HEK293T cells. HEK293T ELG1-luciferase reporter, luminescence, 16 h. Potency, µM (titrated, usually from 46 µM), inactives show at the top dose activity change, positive = activation, most hits filed as activators. 330,000 compounds, 1.3% hits; note: potency is the fitted concentration of half-maximal effect; % of control where 0% means no effect; nearly all actives have a fitted effect of over 60% in size
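Reporter readout depends on ELG1 protein level, which increases with genetic stress. After 16 hr compound exposure at 37 °C, luciferase activity was quantified using ONE-Glo.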
ASM inhibitor – blocks human secretory acid sphingomyelinase | AID 504937 | 340,000 compounds, 0.006% hits | placental ASM, HMU-PC fluorogenic substrate, 60 min | Potency, µM (highest dose often 57.5 µM), without a hit: at the highest dose activity change, negative = inhibition, hits mostly inhibitors; note: potency is the fitted concentration of half-maximal effect
Target sequence (P17405 47-631 limits assumed): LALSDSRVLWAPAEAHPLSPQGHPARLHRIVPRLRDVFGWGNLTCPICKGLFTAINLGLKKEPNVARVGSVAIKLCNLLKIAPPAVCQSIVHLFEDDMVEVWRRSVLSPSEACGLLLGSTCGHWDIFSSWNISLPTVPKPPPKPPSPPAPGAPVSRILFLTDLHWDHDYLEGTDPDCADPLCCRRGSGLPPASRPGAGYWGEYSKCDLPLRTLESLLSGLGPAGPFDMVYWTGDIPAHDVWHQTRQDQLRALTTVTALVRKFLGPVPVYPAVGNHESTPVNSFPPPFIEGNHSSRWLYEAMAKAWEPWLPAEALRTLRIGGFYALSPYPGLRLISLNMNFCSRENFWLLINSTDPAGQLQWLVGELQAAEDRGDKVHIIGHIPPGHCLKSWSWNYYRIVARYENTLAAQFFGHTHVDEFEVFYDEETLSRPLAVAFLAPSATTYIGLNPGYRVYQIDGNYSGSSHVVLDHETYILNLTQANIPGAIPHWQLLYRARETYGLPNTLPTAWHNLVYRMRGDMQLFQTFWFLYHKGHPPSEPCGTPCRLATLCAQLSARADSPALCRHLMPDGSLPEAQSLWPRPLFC
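Human placenta-derived ASM preincubated with compound 10 min at room temperature, then reacted with 9 uM (final) fluorogenic HMU-PC substrate for 60 min at 37 C. Stop solution raises pH to 10; fluorescence read at Ex 386/Em 447 nm.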
USP2a block – USP2a (human) protease inhibition | USP2 core, Ub-CHOP2 coupled fluorogenic reporter, 485/531 | Potency, µM (highest dose often 38.3 µM), for the others: at the highest dose activity change, negative = inhibition, most hits filed as inhibitors | 330,000 compounds, 0.01% hits | AID 463254;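 note: potency is the fitted concentration of half-maximal effect; plate controls were DMSO wells for no effect and full inhibition by NEM control for full effect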
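Cell-free coupled assay: 10nM USP2 core preincubated 30min RT with compound in Tris-HCl pH 8.0/CaCl2/CHAPS buffer, then 25nM Ub-CHOP2 and 25nM reporter substrate; fluorescence (Ex 485/Em 531) read after 60min RT, normalized to NEM inhibition, concentration-response curves fitted.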
TRPV1 agonist – human TRPV1 agonism; TRPV1-expressing cells, Fluo-8 calcium influx, agonist mode; activation, % at 8.33 µM; 320,000 compounds, 0.19% hits; in the data active = activation above about 80%; inconclusive = between about 30% and that limit; note: 0% is about no effect
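TRPV1-expressing cells were cultured overnight at 35.5C and loaded with Fluo-8 calcium dye for 40 to 90 min at room temperature. After a 10 s baseline, compound was added and calcium influx was read kinetically for 3 min (ex 480/em 520 nm).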
p53 reactivator – mutant p53 re-activation in reporter cells | 320,000 compounds, 0.063% hits | H1299 p53-A138V BP100-luciferase reporter, luminescence, 24 h | Potency, µM (doses to about 92.2 µM), inactives show at the highest dose activity change, positive = activation, most hits filed as activators; note: potency is the fitted concentration of half-maximal effect; % of control where 0% means no effect; nearly all actives have a fitted effect of over 45% in size
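p53-null H1299 cells stably carrying temperature-sensitive p53-A138V and a BP100-luciferase reporter were pinned with compounds (4-point, 1:5 series) and held 24 hrs at 37 deg C. Luminescence was read 10 min after detection reagent.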
uPA surface inh – blocks generation of uPA at the cell surface. cell surface uPA generation assay, qHTS. Potency, µM (series often up to 38.3 µM), for the others: top-dose activity change, negative = inhibition, actives largely listed as inhibitors. 330,000 compounds, 0.31% hits. AID 540303; active = well fitted inhibition curve with a large enough effect; inconclusive = small, poorly fitted or top-dose-only effect; inactive = no such curve, though single readings can be large or run the other way; tested in mouse RAW 264.7 cells; note: potency is the fitted concentration of half-maximal effect; % is set by controls: 0 for no effect and ±100 for the full control effect; nearly all actives have a fitted effect of over 55% in size
a7 integrin act – integrin-mediated muscular dystrophy alleviation activation. 350,000 compounds, 0.064% hits. Potency, µM (top dose mostly 38.3 µM), for inactives: at the top dose activation, most hits filed as activators. alpha7betagal myoblasts, beta-gal FDG fluorescence, 48 h;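 note: potency is the fitted concentration of half-maximal effect; 100% = response of the positive control SU9516; nearly all actives have a fitted effect of over 60% in size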
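Alpha7betagal+/- myoblasts (passage 13) were plated 16-24 hr, then exposed to compounds (1:260 dilution of DMSO stock) for 48 hours at 37C. After MPER lysis, β-galactosidase reporter activity was read as FDG fluorescence (ex 480/em 540) after 30 minutes.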
TSG101-PTAP inh – blocks PTAP/TSG101 interaction to inhibit HIV-1 budding. Fluorescence polarization, FITC-PTAP peptide / Tsg101 binding. Potency, µM (series often up to 115 µM), for inactives: top-dose activity change, negative = inhibition, usual class: inhibitors. 340,000 tested, under 10 active; active = well fitted inhibition curve with a large enough effect in the main read-out, with a control signal flat, not every such curve was filed as active; inconclusive = small, poorly fitted or top-dose-only effect, or effect the other way, or a change in a side signal; inactive = no such curve, though single readings can be large or run the other way; note: potency is the fitted concentration of half-maximal effect; % of control where 0% means no effect
Target sequence (Q99816 whole entry, looked up): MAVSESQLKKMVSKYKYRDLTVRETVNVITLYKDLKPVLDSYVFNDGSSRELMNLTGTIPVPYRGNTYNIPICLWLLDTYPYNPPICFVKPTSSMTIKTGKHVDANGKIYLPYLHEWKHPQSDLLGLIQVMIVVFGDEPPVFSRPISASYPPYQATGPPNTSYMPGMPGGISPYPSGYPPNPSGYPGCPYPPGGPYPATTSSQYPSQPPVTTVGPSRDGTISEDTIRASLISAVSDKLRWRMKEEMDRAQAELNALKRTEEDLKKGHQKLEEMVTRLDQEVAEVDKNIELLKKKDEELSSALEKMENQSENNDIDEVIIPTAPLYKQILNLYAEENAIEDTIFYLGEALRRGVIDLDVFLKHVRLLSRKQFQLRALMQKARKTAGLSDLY
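Steps: Tsg101 binding domain dispensed (10 uM final), compounds pinned in DMSO, FITC-labeled PTAP-motif peptide added (50 nM final); after 20 min binding at room temperature, polarization measured.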
BRCA1 expr up – activators of BRCA1 expression. Potency, µM (series often up to 46.1 µM), for the others: top-dose activation, most hits filed as activators. 380,000 compounds, 1.1% hits. MCF7-BRCA1-FFLuc reporter, luminescence, 48 h; response scale: scaled: vehicle 0%, 10 µM genistein 100%; note: potency is the fitted concentration of half-maximal effect; nearly all actives have a fitted effect of over 80% in size; some results filed as inactive show a strong effect at the top dose
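MCF7 cells carrying a BRCA1-firefly luciferase reporter (2000 cells/well, phenol-red free MEM) were attached for 2 h at 37 °C, then given compounds for 48 h. Luminescence was read 15 min after luciferase reagent; activity normalized to genistein (10 microM) and DMSO.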
B2AR arrestin – beta2AR (human) beta-arrestin recruitment activity; P07550; beta-arrestin recruitment to beta2AR, cell-based reporter; Potency, µM (highest dose often 46.1 µM), for inactives: at the top dose activation, usual class: activators; 330,000 compounds, 0.02% hits; AID 492947;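 note: potency is the fitted concentration of half-maximal effect; 0% = DMSO controls and full agonism = EC100 isoproterenol or metaproterenol; nearly all actives have a fitted effect of over 65% in size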
Eya2 inh – Eya2 (human) phosphatase inhibition. O00167. recombinant Eya2, OMFP fluorescence dephosphorylation (OMFP is methylfluorescein phosphate). Potency, µM (highest dose often 76.9 µM), for the others: top-dose activity, negative = inhibition, hits mostly inhibitors. 330,000 compounds, 0.006% hits; note: potency is the fitted concentration of half-maximal effect; % is set by controls: 0 for no effect and ±100 for the full control effect
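Eya2 (0.2 uM) preincubated 10 min at ambient with compound, then OMFP substrate added at 50 uM; 10 min reaction in 50 mM HEPES pH 7.5, 50 mM NaCl, 5 uM MgCl2, 0.05% BSA, 1 mM DTT. Fluorescence read at Ex 485/Em 525 nm.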
Active calls of the source: *; i = inactive; ? = inconclusive; nt = no result given; & = joins results of further samples; [ ] = dose if it differs, or a comment. Unless noted, calls come from the whole dose curve; as a rule, active = well fitted curve in the direction sought with a large enough effect; inconclusive = small, poorly fitted or top-dose-only effect, or another doubt; inactive = no such curve, though single readings can be large; an effect the other way counts as inactive or inconclusive.

Molecule	B2AR arrestin	p53 reactivator	BRCA1 expr up	TSG101-PTAP inh	ELG1 genotox	uPA surface inh	Eya2 inh	TRPV1 agonist	ASM inhibitor	USP2a block	a7 integrin act
O=C(CCc1n[nH]c(=O)[nH]c1=O)Nc1cccc([N+](=O)[O-])c1	-0.1%	-5%	1%	1%	-3%	-1%	-14%	2	-1%	-2%	-17%
COc1ccc(CCN2C(=NC(C)=O)SC3CS(=O)(=O)CC32)cc1OC (stereo unspecified)	-0.6%	1%	-1%	-1%	3%	-1%	-28%	3	1%	4%	-6%
CCCCOCCCn1c(-c2ccco2)nc2nc3ccccc3nc21	0.3%	-3%	9%	-4%	-8%	4%	-1%	?	i	4%	3%
O=[N+]([O-])c1cccc(S(=O)(=O)NCCc2ccccc2)c1	-1.4%	?	-20%	-6%	0%	-8%	6%	2	-1%	2%	-30%
CCOC(=O)N1CCN(C(=O)COc2cc(=O)n(C)c3ccccc23)CC1	-0.5%	-4%	-20%	-8%	?	-4%	-10%	-3	1%	-1%	26%[7.66 µM]
COc1ccc(NC(=O)N2CCCC2C(=O)NCC2CCCCC2)cc1 (stereo unspecified)	-1.1%	-4%	-9%	-5%	-1%	-1%	1%	3	3%[11.5 µM]	1%	4%
COc1cccc(C=O)c1OC(=O)N1CCOCC1	0.0%	7%	-18%	-3%	-3%	-5%	-10%	1	0%	10%	0%
Cc1ccc(NC(=O)CCc2c(C)nc3ncnn3c2C)nc1	-0.2%	0%	-16%	-8%	0%	nt	-5%	-2	2%	2%	-21%
CC(=O)c1ccccc1OCC(=O)Nc1cccc(S(=O)(=O)N2CCCC2)c1	-3.8%	0%	2%	0%	-2%	-11%	-2%	9	-2%	3%	23%
C#CC(=O)N(c1cc(OC)ccc1OC)C(C(=O)NC1CCCC1)c1cccs1 (stereo unspecified)	2.8%	-11%	-51%	2%	1%	-12%	8%	10	2%	-1%	?
Cc1ccc(CN(Cc2cccnc2)C(=S)Nc2cccc(Cl)c2C)cc1	0.2%	-6%	-16%	-4%	-1%	-10%	-8%	10	-2%	-1%	-19%
CC(OC(=O)[C@@H](NC(=O)OCc1ccccc1)C(C)C)C(=O)Nc1ccc(N2CCOCC2)cc1 (stereo partly specified)	nt	nt	8%	-2%	nt	-9%	nt	nt	3%	nt	-4%
Cc1ccccc1OCC(=O)OCC(=O)N1CCCc2ccccc21	-3.1%	-5%	12%	1%	0%	1%	-4%	3	-4%	0%	-6%
COc1ccc(S(=O)(=O)N2CCC(C(=O)N3CCOCC3)CC2)cc1	-0.3%	12%	22%	-4%	1%	8%	8%	-1	-1%	1%	0%
c1csc(-c2nc3ccccc3s2)c1	3.1%	25%	7.9µM*	-3%	?	-5%	10%	9	-3%	0%	4%

Molecule	B2AR arrestin	p53 reactivator	BRCA1 expr up	TSG101-PTAP inh	ELG1 genotox	uPA surface inh	Eya2 inh	TRPV1 agonist	ASM inhibitor	USP2a block	a7 integrin act
CCCCC(CC)C(=O)Nc1cc(C(=O)NCc2ccc(C)cc2)ccc1N1CCC2(CC1)CC(c1cccc(Br)c1)=NO2 (stereo unspecified)	0.1%	-4%	-12%	-3%	2%	6%	2%	4	1%	4%	12%
COc1cc(/C=N/NS(=O)(=O)c2ccc(C)cc2)ccc1OCc1cccc(C(=O)O)c1	-0.5%	-9%	-91%[inhibitor]	-5%	20%	1%	14%	0	0%	3%	-17%
O=C(NC1CCCCC1)C(c1ccco1)N(C(=O)C(F)(F)F)C1CC1 (stereo unspecified)	-0.9%	-8%	9%	-10%	-2%	-2%	-5%	7	2%	1%	9%
O=C1NC2=C(C(=O)CCC2)C(c2ccccc2)N1 (stereo unspecified)	-1.0%	-1%	0%	-8%	0%	5%	-3%	-1	9%	6%	7%
O=C(O)C1CCN(c2ccc(S(=O)(=O)N3CCCCC3)cc2[N+](=O)[O-])CC1	-0.2%	-5%	-22%	-1%	3%	11%	14%	-2	nt	0%	0%
CN(Cc1ccccc1)CC(O)CN(C)Cc1ccccc1	nt	nt	10%	0%	nt	2%	nt	nt	9%	nt	-4%
Nc1ccc(C=C2C=Cc3ccccc32)cc1	nt	nt	-15%	1%	nt	-7%	nt	nt	-22%	nt	0%
O=C(Cn1c(-c2ccccc2)c[n+]2ccsc12)c1ccccc1	-0.1%	10%	-17%	-2%	-6%	-5%	10%	0	-2%	1%	-4%
CN(C)C1(CNC(=O)C2CCC(=O)N(Cc3ccc(Cl)cc3)C2)CCCCC1 (stereo unspecified)	-0.8%	-1%	6%	-3%	2%	-7%	3%	0	0%	2%	?
O=C(CN1C(=O)NC2(CCCC2)C1=O)NC(c1ccccc1)c1ccccc1	-0.4%	5%	-27%	-1%	2%	1%	1%	nt	4%	1%	-16%
Cn1c(=O)oc2cc(S(=O)(=O)NCCC(=O)Nc3ccc4c(c3)OCCO4)ccc21	0.0%	7%	-9%	1%	?	nt	-7%	0	3%	0%	3%
Cc1cc(C)cc(C(=O)N(NC(=O)Nc2ccc(Cl)cc2)C(C)(C)C)c1	-0.2%	23%	-51%	2%	0%	-9%	-4%	13	-1%	3%	-63%[inhibitor]
CN(CC(=O)Nc1ccc(Cl)c(C(F)(F)F)c1)C(=O)Cc1cccs1	0.1%	-10%	-3%	-7%	-13%	-5%	2%	2	-3%	-2%	0%
CC1=C(C(=O)OCc2ccccc2)C(c2cccc([N+](=O)[O-])c2)NC(=O)N1C (stereo unspecified)	-0.4%	-64%[inhibitor]	-11%	2%	-2%	11%	0%	4	-2%	-10%	4%
Cc1ccc(NCN2C(=O)C3C4CCC(C4)C3C2=O)cc1 (stereo unspecified)	0.0%	2%	nt	nt	0%	nt	6%	-1	nt	-1%	nt

The final 2 entries of the section before lead into the next.
Molecule	B2AR arrestin	p53 reactivator	BRCA1 expr up	TSG101-PTAP inh	ELG1 genotox	uPA surface inh	Eya2 inh	TRPV1 agonist	ASM inhibitor	USP2a block	a7 integrin act
CC1=C(C(=O)OCc2ccccc2)C(c2cccc([N+](=O)[O-])c2)NC(=O)N1C (stereo unspecified)	-0.4%	-64%[inhibitor]	-11%	2%	-2%	11%	0%	4	-2%	-10%	4%
Cc1ccc(NCN2C(=O)C3C4CCC(C4)C3C2=O)cc1 (stereo unspecified)	0.0%	2%	nt	nt	0%	nt	6%	-1	nt	-1%	nt
CN1/C(=C\C=[N+](C)c2ccccc2)C(C)(C)c2ccccc21	-0.5%	-4%	-77%	-4%	-10%	?	-7%	nt	6%	1%	?
CC(=O)Nc1ccc(SC(Sc2ccc(NC(C)=O)cc2)c2ccccc2)cc1	nt	nt	8%	-1%	nt	2%	nt	nt	-13%	nt	-18%
Clc1ccc(SCCOCCN2CCCCCC2)cc1	-0.2%	33%	-47%	2%	-16%	-11%	-9%	-1	3%	0%	-68%[inhibitor]
O=C(CCNS(=O)(=O)c1cccs1)Nc1nccs1	-0.2%	3%	-3%	0%	-2%	6%	1%	2	-2%	0%	2%
CCN1CCN(C(=O)c2ccc(S(=O)(=O)Nc3ccccc3)cc2)CC1	-0.9%	-2%	-1%	0%	1%	1%	-1%	1	-1%	5%	8%
COc1ccc(-n2nnnc2SCC(=O)NCCc2ccc(OC)c(OC)c2)cc1	-0.5%	-6%	-2%	-8%	0%	-8%	-9%	-1	4%	0%	-11%
O=C(Nc1ccc(F)cc1)NC1(C(=O)NCc2ccc3c(c2)OCO3)CCCCC1	0.3%	-6%	-14%	-4%	0%	5%	-3%	0	0%	-1%	9%
c1cncc(CNc2ncnc3ccc(-c4ccoc4)cc23)c1	-0.5%&-0.8%	4%	0%	-1%	-6%	7%	-8%&0%	8	1%	-2%&-3%	nt

Limited to uPA surface inh, ASM inhibitor and ELG1 genotox, for two of the compounds above:
Structure	uPA surface inh	ASM inhibitor	ELG1 genotox
Cc1ccccc1OCC(=O)OCC(=O)N1CCCc2ccccc21	1%	-4%	0%
CC(=O)Nc1ccc(SC(Sc2ccc(NC(C)=O)cc2)c2ccccc2)cc1	2%	-13%	nt
